S1P4 antagonist = S1P4 receptor antagonists, primary screen, cell-based; Sphingosine 1-phosphate receptor 4 (Homo sapiens), O95977; S1P4-expressing cells, antagonist mode, reporter read-out; inhibition, % at 4.98 µM; 220,000 compounds, 0.26% hits; in the data active = inhibition above about 29%;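 note: 0% = wells stimulated with agonist and 100% = vehicle wells without agonist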
MDM2 E3 inh = MDM2-luciferase reporter signal enhancers, primary screen, MDM2 E3 ligase inhibitor project, cell-based, luminescence, 1536-well; E3 ubiquitin-protein ligase Mdm2 (Homo sapiens), Q00987; cell-based MDM2 ubiquitination luciferase reporter, 2 h; 0 = plate control, 100 = twice control, blank-subtracted; signal enhancement, % at 5 µM; 210,000 compounds, 0.11% hits; AID 1230, 2008;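 active = signal enhancement of 30% or more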;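 note: luminescence tracks abundance of the self-degrading MDM2-luciferase fusion protein; higher signal means inhibition of MDM2 E3 ligase activity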
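test system = mammalian cells stably expressing self-ubiquitinating, self-degrading MDM2 E3–luciferase fusion | quantity = 2000 cells/well | incubation = cell settling 4 h, compound treatment 2 h, both 37 °C | signal = luminescence with SteadyLite reagent, 15 min at room temperature | evaluation = % enhancement relative to plate controls after blank subtraction | benchmarks = plate controls and plate blanks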
eIF4E-4G inh = eIF4E–eIF4G protein interaction inhibitors, primary screen, biochemical, uHTS, TR-FRET, eIF4GI fragment. TR-FRET eIF4E-eIF4GI(517-606) binding, 2 h. inhibition, % at 21.7 µM. 220,000 compounds, 0.37% hits. Eukaryotic translation initiation factor 4E (Mus musculus) + Eukaryotic translation …;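 active = inhibition above about 30%, limit read from the data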;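 note: 0% = full FRET control wells and 100% = background wells lacking eIF4GI fragment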
S1P4 ag = S1P4 receptor agonists, primary screen, cell-based. 220,000 compounds, 0.35% hits. Sphingosine 1-phosphate receptor 4 (Homo sapiens), O95977. activation, % at 4.98 µM. S1P4-expressing cell line, agonist reporter assay; in the data active = activation above about 11%;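 note: 0% = DMSO vehicle and 100% = reference agonist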
Wee1 degr inh = Wee1 degradation inhibitors, primary screen, cell-based, HeLa, Wee1K328M-luciferase, luminescence | Wee1-like protein kinase (Homo sapiens), P30291 | HeLa Luc-Wee1K328M stability; 100% = proteasome inhibitor MG132 effect | reporter increase, % at 5 µM | 220,000 compounds, 1.2% hits | AID 1321, 2008;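 active = activation above the mean of all tested compounds plus 3 SD, set per screening run, cut at about 8.8% in these data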;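 note: cells exposed to compound for 20 h before luminescence read; 0% = DMSO alone and 100% = MG132 at 30 µM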
Ba/F3 V617F tox = reduced viability of JAK2V617F-dependent Ba/F3 cells, primary screen, JAK2V617F inhibitor project, cell-based, Ba/F3 EpoR-JAK2V617F, luminescence; ATP luminescence; inhibition, % at 5.6 µM; 220,000 compounds, 1.1% hits; AID 1446, 2008;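 active = inhibition above the campaign mean plus 3 SD over all tested compounds, cut at about 24% in these data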;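 note: cytokine-independent growth of Ba/F3 cells driven by EpoR plus mutant JAK2; 0% = DMSO-treated cells and 100% = JAK inhibitor I control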
PERK inhibitor = block of dimerizer-induced PERK translation repression, primary screen, PERK inhibitor project, CHO PERK-DD cells, SEAP luminescence, HTS. Eukaryotic translation initiation factor 2-alpha kinase 3 (Homo sapiens), Q9NZJ5. CHO PERK-DD fusion, SEAP luminescence translation reporter. inhibition, % at 5.6 µM. 220,000 compounds, 0.17% hits. AID 1416, 2008;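 active = inhibition above the mean inhibition of all tested compounds plus 3 SD, set separately per screening campaign, cut at about 2.9% in these data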;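 note: PERK kinase domain activated by AP20187 dimerizer at 100 nM; 0% = DMSO with dimerizer and 100% = rapamycin at 8.4 µM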
NPY-Y2 PAM-ag = NPY-Y2 potentiators or agonists, primary screen, cell-based; Neuropeptide Y receptor type 2 (Homo sapiens), P49146; cells expressing NPY-Y2, potentiator/agonist read-out; activation, % at 3.6 µM; 220,000 compounds, 0.45% hits; in the data active = activation above about 27%;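 note: cells stimulated with NPY near EC25 plus isoproterenol at EC100; 0% = vehicle plus submaximal agonist and 100% = vehicle plus saturating agonist; some results beyond the cut were filed as inactive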
BaF3 parental = parental Ba/F3 cell viability inhibition, counter-screen for JAK2V617F inhibitor project, murine pro-B, CellTiter-Glo luminescence; CellTiter-Glo ATP luminescence; inhibition, % at 5.6 µM; 220,000 compounds, 1.1% hits;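 active = inhibition above a per-campaign cutoff, the mean inhibition of all tested compounds plus 3 SD, cut at about 27% in these data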;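 note: 0% = DMSO wells and 100% = JAK Inhibitor I control wells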
* = called active by the depositor; / = no result given; [ ] = another dose, or the depositor's remark. Random draw from the library; any-hit rate near 4.1%.

SMILES | S1P4 antagonist | MDM2 E3 inh | eIF4E-4G inh | S1P4 ag | Wee1 degr inh | Ba/F3 V617F tox | PERK inhibitor | NPY-Y2 PAM-ag | BaF3 parental
CC(NC(=O)Nc1ccc(Br)cc1)C(C)(C)C (centres undefined) | -1.8 | -7.5 | -3.5 | 2.2 | 5.3 | -0.3 | 2.2 | 5.1 | 1.5
O=C(OCC(=O)N1CCCC1)c1ccc(S(=O)(=O)N2CCOCC2)cc1 | 18.0 | -3.2 | 0.4 | -2.2 | -0.1 | -1.9 | 1.0 | 18.7 | 0.9
COCC(=O)OCn1nnc2ccccc2c1=O | -7.0 | -4.8 | -0.9 | -3.3 | 0.3 | -3.2 | 0.9 | 11.4 | 0.3
CCOc1cc(/C=N/Nc2nn3cnnc3c3ccccc23)ccc1O | 12.6 | -29.6 | -0.6 | 0.3 | 4.5 | 4.0 | 0.6 | 3.9 | 0.3
CSC(=Nc1cccc(C)c1)NC#N | -4.0 | -1.9 | 6.6 | 1.0 | 0.4 | 2.6 | -0.1 | -16.6 | 0.6
NS(=O)(=O)c1ccc(CNS(=O)(=O)c2cc(Cl)ccc2Cl)cc1 | -37.8 | / | -6.7 | 0.6 | 0.5 | -3.2 | 1.4 | 0.4 | -6.4
O=C(CCn1c(=S)[nH]c2ccccc2c1=O)NCCSCc1ccccc1 | -2.4 | -0.8 | -1.4 | 0.7 | -3.0 | -3.8 | 0.5 | -4.8 | 3.6
CS(=O)(=O)N1CCN(c2ccccc2[N+](=O)[O-])CC1 | -13.2 | -34.9 | 2.1 | 0.6 | 2.4 | -2.1 | 0.1 | -4.1 | -0.4
Cc1ccc2nc(SCCC(=O)O)cc(C)c2c1 | -94.6 | -5.0 | -2.1 | 0.5 | 0.4 | -3.8 | 0.7 | -3.2 | 2.5
CC1CCN(CCc2nc3cc(NS(=O)(=O)c4ccccc4)ccc3n2C)CC1 | 0.7 | -4.8 | -1.2 | 0.7 | -3.9 | 13.9 | 0.2 | 16.5 | 4.0
C=CCn1c(CCC(=O)Nc2ccc(C)c(Cl)c2)nnc1SCC(=O)Nc1ccccc1C | -2.0 | -12.3 | -11.0 | -0.7 | 4.8 | -1.8 | -0.3 | -7.5 | -2.9
Cc1ccc(C(=O)NCCCc2ccccc2)c(C)c1 | 2.0 | -14.9 | 0.1 | 2.7 | 1.5 | 0.6 | 0.2 | -7.2 | 3.3
O=C(CNC(=O)c1cccc(F)c1)OCC(=O)N1CCCCC1 | 2.7 | -4.2 | 3.8 | -2.2 | 14.8* | -5.5 | 0.8 | 7.7 | 1.6
COC(=O)CC1C(=O)NCCN1C(=O)Nc1ccc(Cl)cc1 (centres undefined) | -13.6 | -14.5 | -0.3 | 1.3 | 0.8 | 1.0 | 1.0 | 22.2 | 0.4
COc1ccc(-n2c(C)nc3cc(C(=O)NCc4ccco4)ccc32)cc1 | -9.4 | 3.7 | 2.5[fluorescence artefact?] | 2.3 | -1.1 | -3.4 | -0.3 | -2.1 | -2.0
COc1ccc(NC(=O)c2ccc3c(c2)NC(=O)CO3)cc1OC | -2.4 | -11.9 | 0.1 | 1.4 | -2.3 | -3.7 | 1.2 | 4.8 | -1.8
O=C(COC(=O)COc1ccc2ccccc2c1)NCC(F)(F)F | -6.7 | -12.6 | 0.3 | 0.0 | -1.6 | 1.5 | -0.2 | -31.6 | 3.4
COc1ccc(S(=O)(=O)NCCSC(C)(C)C)c(Cl)c1Cl | 2.7 | -8.0 | 2.5[fluorescence artefact?] | 1.2 | 1.5 | -2.7 | 0.0 | -5.8 | 3.5
O=C(OCCOc1ccc(Br)cc1)c1ccc(Cl)nc1 | 0.0 | -24.4 | -4.8 | -0.4 | -0.8 | 3.0 | 0.8 | -2.7 | 5.9
COc1ccc(NC(=O)CC2Nc3cc(C)c(C)cc3NC2=O)c([N+](=O)[O-])c1 (centres undefined) | -1.6 | -5.8 | -0.1 | 2.4 | -1.6 | 1.0 | -0.9 | -2.0 | 1.9
Cc1nc2sc(C(c3ccco3)N3CCC4(CC3)OCCO4)c(O)n2n1 (centres undefined) | -19.8 | / | / | 2.2 | -0.1 | -2.6 | -0.2 | -3.9 | 0.4
COC(=O)C1CCN(CC(=O)Nc2sc3c(c2C#N)CCC3)CC1 | -2.5 | -34.0 | 0.9[fluorescence artefact?] | -1.0 | 3.0 | 1.9 | 0.4 | -11.8 | 6.3
COCC(C)NC(=O)c1ccc(Cl)c(Cl)c1 (centres undefined) | -10.2 | -0.6 | -0.1 | 1.1 | 1.8 | -4.9 | 1.1 | 10.6 | 0.8
CSc1cc(C)c(OCC(=O)Nc2ccc(NC(C)=O)cc2)c(C)c1 | -4.8 | 5.7 | -1.8 | 1.9 | 1.5 | -0.5 | 0.1 | -0.5 | 6.1
O=C(C1=NN[C@@H]2C(=O)N(Cc3ccccc3)C(=O)[C@H]12)c1ccc([N+](=O)[O-])cc1 | -1.5 | -4.7 | 0.8 | 1.4 | 2.8 | 3.1 | -0.6 | 7.1 | 2.5
C/C(=N\O)c1ccc(Cl)c(Cl)c1 | -7.4 | -8.7 | 1.1 | -0.3 | 0.1 | 2.2 | 0.7 | -21.9 | -3.4
Cc1ccc(Nc2cc(C)nc(-c3ccccc3O)n2)cc1 | 0.6 | -1.8 | -1.3 | 3.2 | 1.8 | -1.1 | -0.2 | 11.3 | 6.9
Cc1cc(C(=O)NNC(=S)NCC(C)C)no1 | -28.1 | 7.1 | -0.9 | 0.9 | 1.6 | 0.0 | 0.7 | 0.5 | 3.3
C1CSC2(N1)C1CC3CC2CC(C1)C31NCCS1 (centres undefined) | -6.2 | 4.1 | -6.8 | 0.6 | 3.5 | 0.7 | 0.8 | 8.7 | -1.5
CCc1nc(C)ccc1OC(=O)C12CC3CC(CC(C3)C1)C2 | 3.5 | -10.3 | 1.8 | -2.4 | -0.3 | -0.7 | -0.3 | 6.6 | 5.4
CCN(CC)C(=O)Cn1cc(C(=O)C2CC2)c2ccccc21 | -15.4 | -4.1 | -3.0 | -0.3 | 2.3 | -3.4 | 0.2 | -15.8 | 5.3
c1ccc2c(c1)Nc1cc3ccccc3cc1S2 | 6.5 | 7.2 | 6.0 | -0.3 | 1.2 | 4.2 | 1.0 | -7.4 | 2.2
CCOC(=O)c1sc(=S)n(C)c1NC(=O)c1ccccc1 | -11.6 | / | 5.3[fluorescence artefact?] | 1.4 | 1.7 | -2.8 | 0.0 | -3.6 | 8.4
Cc1ccc(CSc2nc3ccccc3c(=O)n2Cc2ccco2)cc1 | -6.5 | -11.5 | -0.4[fluorescence artefact?] | 1.2 | 0.8 | 2.9 | -0.6 | -6.0 | 5.0
CC(=O)Nc1nc2ccc(C(=O)NC3CCCCC3)cc2s1 | -29.6 | -0.8 | -1.9[fluorescence artefact?] | -2.9 | 1.3 | -0.9 | 0.1 | 0.0 | 2.0
CC(C)OP(=O)(OC(C)C)C(O)c1cccc([N+](=O)[O-])c1 (centres undefined) | -3.8 | / | -12.6 | 0.4 | 2.9 | -2.8 | 0.5 | 2.0 | -1.8
Cc1[nH]nc2c1C(=O)CCC2 | -26.5 | -5.2 | -1.4[fluorescence artefact?] | 1.4 | -0.1 | 0.1 | -0.8 | 12.6 | 0.8
N#C/C(=C\c1cc2c(cc1Br)OCO2)C(=O)NCC1CCCO1 (centres undefined) | -8.1 | -5.6 | 0.6 | 1.2 | 0.4 | -5.1 | 0.2 | 3.7 | -0.3
C1CCN(c2nc(N3CCCCC3)nc(N3CCNCC3)n2)CC1 | 5.4 | -11.3 | 7.2[fluorescence artefact?] | -2.5 | 0.7 | -0.2 | -2.1 | 95.5* | 3.5
NNC(=S)NCc1ccccc1 | -0.1 | -62.9 | -5.6 | 1.2 | -2.8 | -0.6 | 0.2 | 7.8 | 0.5
COc1cccc(/C=N/NC(=O)c2[nH]nc3c2CCc2ccccc2-3)c1 | 1.7 | -4.9 | -2.5 | -0.6 | 0.1 | 29.1* | 0.3 | -21.4 | -0.9
COc1ccccc1Cn1[nH]nnc1=S | 4.1 | -6.5 | 6.0 | 1.2 | -1.4 | -2.3 | 0.5 | -2.5 | 1.5
CCOc1ccc(-n2c(SCC(=O)Nc3cc(C)on3)nc3c([nH]c4ccccc43)c2=O)cc1 | -19.3 | -7.1 | 3.0 | -1.9 | -0.6 | -2.9 | -0.8 | -10.8 | 4.6
CO/N=C(/CNC(=O)c1cccc(Cl)c1)c1ccc(Cl)cc1 | -5.6 | 4.8 | 6.6 | 0.5 | -0.6 | 1.1 | 1.2 | -7.5 | 8.4
Cc1onc(C(=O)Nc2sc3c(c2C#N)CCCC3)c1[N+](=O)[O-] | 7.0 | -10.7 | -0.7 | 1.4 | 0.6 | 0.2 | 0.7 | 5.7 | 3.0
CCCCC(=O)N1CCCC(c2nc(-c3cccc(OC)c3)no2)C1 (centres undefined) | -9.8 | -8.5 | -1.1 | -1.7 | 4.8 | -1.9 | 0.6 | -1.7 | -0.8
COc1cc(NS(=O)(=O)c2ccc(NC(=O)C34CC5CC(CC(C5)C3)C4)cc2)ncn1 | 0.6 | -8.4 | -6.2 | 0.5 | -2.3 | 3.3 | 0.1 | 17.0 | 6.0
COc1ccc(CNC(=O)C23CN(Cc4ccccc4)CC2C(c2ccc([N+](=O)[O-])cc2)=NO3)cc1 (centres undefined) | -9.4 | -7.3 | 1.6 | 1.4 | 0.0 | 0.0 | -1.0 | 1.1 | 3.7
COCCNC(=O)CN1C(=O)CSc2cc(S(=O)(=O)N3CCCCCC3)ccc21 | -5.7 | / | / | -6.7 | 4.6 | 2.1 | -0.9 | 97.2* | 9.0
Cc1cc(C(=O)NCc2ccc3c(c2)OCO3)n(-c2ccccc2)n1 | -21.2 | -8.2 | -0.7[fluorescence artefact?] | -1.6 | -1.8 | 0.3 | -0.8 | 6.5 | 0.1
O=C(CCc1nc2ccccc2[nH]c1=O)OCC(=O)c1cccc2ccccc12 | -6.3 | -8.0 | -3.6 | -1.2 | 1.3 | -3.8 | 0.9 | 1.6 | 2.4
COc1ccc2c(c1)c(=O)oc1cc(OCC(=O)N3CCC(C)CC3)ccc12 | -6.6 | -7.5 | 8.8 | 2.6 | 0.6 | 0.8 | 0.3 | 1.9 | 4.5
